ELG1 repair inh – ELG1-dependent DNA repair inhibition; hit rate 2.3% among 330,000; Potency, µM (doses to about 46.1 µM), inactives show at the top dose activity change, negative = inhibition, usual class: inhibitors; HEK293T ELG1-luciferase reporter, luminescence, 16 h; DNA damage induced by 5-fluorouridine; AID 504467; also: potency is read from the fitted curve at half-maximal effect; % is scaled to controls: 0 for no effect and ±100 for the full control effect; nearly all actives have a fitted effect of over 55% in size
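Cells (2,000 per well) received 5-fluorouridine plus test compound or DMSO and were incubated 16 hr at 37 °C, 5% CO2. Luciferase activity was read by luminescence 30 min after ONE-Glo addition; signal suppression marked inhibition of damage-induced ELG1 function.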
TSHR antag – blocks TSH signaling through the human TSH receptor | P16473 | TSHR-expressing cells, TSH-stimulated cAMP HTRF, 2 h; active compounds read low | activity change, negative = inhibition, % at 11.5 µM | hit rate 0.2% among 330,000;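 active = activity change below a set negative limit, meaning inhibition stronger than a set level, cut at about -70% in these data; inconclusive = activity change between two set negative limits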; also: % is scaled to controls: 0 for no effect and ±100 for the full control effect
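TSHR-expressing cells were treated with compounds, then stimulated with TSH at EC80 (4nM final) for 2 hours at 37 deg C. Cellular cAMP was measured by HTRF competition between lysate cAMP and cAMP-d2 for a cryptate-labelled anti-cAMP antibody.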
a7 integrin act – integrin-mediated muscular dystrophy alleviation activation; hit rate 0.064% among 350,000; Potency, µM (doses to about 38.3 µM), without a hit: at the highest dose activation, hits mostly activators; alpha7betagal myoblasts, beta-gal FDG fluorescence, 48 h;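 also: potency is read from the fitted curve at half-maximal effect; 100% = response of the positive control SU9516; nearly all actives have a fitted effect of over 60% in size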
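Alpha7betagal+/- myoblasts (passage 13) were plated 16-24 hr, then exposed to compounds (1:260 dilution of DMSO stock) for 48 hours at 37C. After MPER lysis, β-galactosidase reporter activity was read as FDG fluorescence (ex 480/em 540) after 30 minutes.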
Chronic BCR inh – blocks chronic active B-cell receptor signaling. ABC-DLBCL IkBa-CBG/CBR reporter, luminescence ratio, 4 h. Potency, µM (titrated, usually from 46.1 µM), without a hit: at the highest dose ratio change, negative = lower green/red ratio, usual class: inhibitors. hit rate 0.05% among 340,000. AID 493014; active = well fitted inhibition curve with a large enough effect in the signal ratio, with a control signal flat, not every such curve was filed as active; inconclusive = small, poorly fitted or top-dose-only effect, or effect the other way, or a change in a side signal; the % refers to the signal ratio;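 also: potency is read from the fitted curve at half-maximal effect; plate controls were basal doxycycline-induced cells for no effect and cells given 10 µM MG132 for full effect; MG132 reads +100%, hits lower the ratio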
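Cell line TMD8 (human ABC DLBCL), stably expressing tet-inducible CBG68-IkBa fusion and CBR; IMDM/0.5% FBS; cpd up to 46 uM; dox induction, 4 h, 37C/5% CO2; dual luminescence; green/red ratio; MG132 control.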
TSG101-PTAP inh – blocks PTAP/TSG101 interaction to inhibit HIV-1 budding; Potency, µM (top dose mostly 115 µM), for inactives: at the highest dose activity change, negative = inhibition, actives largely listed as inhibitors; Fluorescence polarization, FITC-PTAP peptide / Tsg101 binding; AID 493005; Q99816; 340,000 tested, under 10 active; active = well fitted inhibition curve with a large enough effect in the main read-out, with a control signal flat, not every such curve was filed as active; inconclusive = small, poorly fitted or top-dose-only effect, or effect the other way, or a change in a side signal; inactive = no such curve, though single readings can be large or run the other way; also: potency is read from the fitted curve at half-maximal effect; % of control where 0% means no effect
Target sequence (Q99816 whole entry, looked up): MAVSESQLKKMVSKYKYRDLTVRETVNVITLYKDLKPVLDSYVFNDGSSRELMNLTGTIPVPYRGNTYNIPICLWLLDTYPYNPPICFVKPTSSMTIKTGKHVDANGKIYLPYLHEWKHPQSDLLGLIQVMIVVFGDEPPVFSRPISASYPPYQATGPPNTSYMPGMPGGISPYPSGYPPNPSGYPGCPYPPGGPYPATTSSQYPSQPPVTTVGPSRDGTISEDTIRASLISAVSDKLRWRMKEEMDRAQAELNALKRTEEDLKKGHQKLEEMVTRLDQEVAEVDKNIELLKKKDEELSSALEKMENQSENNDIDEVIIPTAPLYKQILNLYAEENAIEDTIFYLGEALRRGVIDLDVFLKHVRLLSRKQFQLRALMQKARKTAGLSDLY
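Tsg101 binding domain (10 uM final) was mixed with compound and a FITC-labeled PTAP peptide (50 nM final) in HEPES pH 7.5 buffer with NaCl, Tween 20, EDTA and TCEP; fluorescence polarization was read after 20 min at r.t.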
A-T KAP1 phos – potential ataxia-telangiectasia treatment; hit rate 0.19% among 320,000; […] A-T fibroblasts, KAP-1 phosphorylation AlphaLISA; neocarzinostatin DNA damage 30 min before lysis; AID 485349; Potency, µM (top dose mostly 57.5 µM), for inactives: at the top dose activation, actives largely listed as activators; also: potency is read from the fitted curve at half-maximal effect; % of control where 0% means no effect; nearly all actives have a fitted effect of over 45% in size
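ATM-like activity read as KAP-1 phosphorylation via AlphaLISA donor/acceptor antibody pairs after lysis and 6 hr at 25C. Cells were ATM-null patient fibroblasts ([…], hTERT), dosed 60 min, then exposed to the DSB inducer NCS for 30 min.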
ASM inhibitor – inhibitors of human secretory acid sphingomyelinase; placental ASM, HMU-PC fluorogenic substrate, 60 min; hit rate 0.006% among 340,000; Potency, µM (highest dose often 57.5 µM), for inactives: at the top dose activity change, negative = inhibition, hits mostly inhibitors; P17405; also: potency is read from the fitted curve at half-maximal effect
Target sequence (P17405 47-631 limits assumed): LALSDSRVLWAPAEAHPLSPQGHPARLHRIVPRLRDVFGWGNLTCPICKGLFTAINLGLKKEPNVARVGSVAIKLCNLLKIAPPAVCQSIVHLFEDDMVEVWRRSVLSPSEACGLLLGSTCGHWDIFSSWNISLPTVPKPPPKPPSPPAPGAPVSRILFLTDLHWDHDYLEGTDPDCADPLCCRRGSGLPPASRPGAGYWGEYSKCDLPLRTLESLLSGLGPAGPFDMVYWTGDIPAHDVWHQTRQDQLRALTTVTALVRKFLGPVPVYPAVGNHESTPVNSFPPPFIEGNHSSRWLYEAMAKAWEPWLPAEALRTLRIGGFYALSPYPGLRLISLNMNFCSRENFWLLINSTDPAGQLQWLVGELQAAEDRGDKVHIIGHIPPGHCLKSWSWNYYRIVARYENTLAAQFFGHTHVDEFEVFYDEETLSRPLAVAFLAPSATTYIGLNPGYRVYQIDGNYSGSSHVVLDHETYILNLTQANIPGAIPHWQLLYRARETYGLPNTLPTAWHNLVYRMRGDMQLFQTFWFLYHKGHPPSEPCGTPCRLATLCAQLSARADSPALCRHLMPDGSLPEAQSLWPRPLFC
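HMU-PC0 cleavage (9 uM final) by human placental ASM, 60 min at 37 °C following 10 min compound exposure at RT; stopped at pH 10, fluorescence Ex 386/Em 447 nm.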
TCR activator – activates T cell receptor signaling; Potency, µM (highest dose often 9.22 µM), for the others: at the highest dose activation of IL-2 secretion, actives largely listed as activators; 330,000 tested, under 10 active; AID 504894; primary human leukocytes, anti-CD3, IL-2 HTRF, 48 h; also: % of control where 0% means no effect
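Primary human leukocytes receive a-CD3 beads and test compound and are incubated 48 hr. Secreted IL-2 is then assayed by HTRF, measuring 665nm acceptor emission after 320nm excitation of the europium donor.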
Mito fusion act – mitochondrial division inhibition or fusion activation; S. cerevisiae fusion-defective mutant growth rescue, CellTiterGlo 48 h; Potency, µM (doses to about 46.1 µM), without a hit: at the highest dose growth rescue (activation), actives largely listed as activators; hit rate 0.23% among 320,000;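 also: potency is read from the fitted curve at half-maximal effect; % of control where 0% means no effect; nearly all actives have a fitted effect of over 45% in size; temperature-sensitive fusion mutants such as fzo1-1 at 37 °C on non-fermentable ethanol glycerol medium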
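Yeast fusion mutant, YPEG (non-fermentable carbon), compound, 48 h at 37C non-permissive; CellTiterGlo added, 10 min RT, luminescence read. Rescued growth = division inhibition.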
Eya2 inh – blocks the phosphatase activity of human Eya2 | O00167 | recombinant Eya2, OMFP fluorescence dephosphorylation (OMFP is methylfluorescein phosphate) | Potency, µM (highest dose often 76.9 µM), inactives show at the top dose activity, negative = inhibition, usual class: inhibitors | hit rate 0.006% among 330,000 | AID 488837; also: potency is read from the fitted curve at half-maximal effect; % is scaled to controls: 0 for no effect and ±100 for the full control effect
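Eya2 protein (added as 0.2 uM solution) was preincubated with compound for 10 min at ambient temperature in 50 mM HEPES pH 7.5, 50 mM NaCl, 5 uM MgCl2, 0.05% BSA, 1 mM DTT. OMFP (added at 50 uM) then reacted 10 min; fluorescence read at 485/525 nm.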
Tb PFK inh – inhibitors of T. brucei phosphofructokinase; AID 485367; hit rate 0.17% among 330,000; T. brucei PFK, ADP-Glo luminescence; O15648; Potency, µM (highest dose often 57.5 µM), for inactives: at the top dose activity, negative = inhibition, most hits filed as inhibitors;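 also: potency is read from the fitted curve at half-maximal effect; 0% = uninhibited 1x PFK enzyme wells and -100% = no-enzyme wells; nearly all actives have a fitted effect of over 60% in size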
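1.25 nM PFK with 0.5 mM F6P and 0.1 mM ATP in 0.1 M TEA pH 8.0, 5 mM MgCl2, incubated 45 min at room temperature; ADP measured by ADP-Glo luminescence; compounds titrated up to 57 uM.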
An asterisk follows results filed as active; ? = inconclusive; / = not tested or not shown; & = joins results of further samples; [ ] = remark or other dose. Unless noted, calls follow the shape of the dose curve; as a rule, active = well fitted curve in the direction sought with a large enough effect; inconclusive = small, poorly fitted or top-dose-only effect, or another doubt; inactive = no such curve, though single readings can be large; an effect the other way counts as inactive or inconclusive.

SMILES	ELG1 repair inh	TSHR antag	a7 integrin act	Chronic BCR inh	TSG101-PTAP inh	A-T KAP1 phos	ASM inhibitor	TCR activator	Mito fusion act	Eya2 inh	Tb PFK inh
O=[N+]([O-])c1ccc(Oc2cccc(F)c2)c2ccncc12	?	4.4	0.0%	-14.5%	-2.4%	7.7%	-8.3%	5.6%	3.1%	1.6%	0.2%
Cc1ccc(CN2C(=O)CSc3ccc(C(=O)NCCN4CCOCC4)cc32)cc1	-1.2%	3.6	1.9%	-2.9%	-3.1%	1.1%	0.0%	15.7%	0.1%	-15.9%	17.8%
COc1ccccc1C1CC(c2ccccc2)=NN1C(=O)c1ccccc1 (stereo not drawn)	-8.2%	18.1	-31.6%[inhibitor]	?	-1.7%	26.7%	-7.8%	8.3%	14.5%	4.0%	-1.3%
Nc1c(Cl)cc(Cl)cc1C(=O)OCC(=O)N1CCCC1	?	10.6	1.5%	?	-5.7%	/	/	-7.9%	-0.1%	4.9%	0.5%
O=C(NCc1ccccc1)c1onc(CSc2ccccc2)c1C(=O)NCC1CC1	23.1µM*	-18.9	-39.0%	9.1%	-0.2%	32.3%	-0.8%	-3.3%	-32.1%	-4.0%	0.5%
CCCC(=O)N(CCN1CCOCC1)c1nc2c(C)ccc(C)c2s1	-1.4%	-8.8	-17.2%	-3.7%	-2.3%	12.9%	-4.3%	-4.8%	-11.0%	-11.4%	1.7%
CCCc1cc(=O)c2c(O)cccc2o1	16.5%	7.7	14.7%	-10.1%	-2.8%	0.1%	5.8%	1.9%	3.9%	4.0%	-2.1%
CC1=C/C(=N\N=C2\NC(=O)C(CC(=O)Nc3ccccc3)S2)CC(C)(C)C1 (stereo not drawn)	-3.3%	-8.3	2.1%	2.5%	-7.5%	1.4%	-5.0%	-2.9%	-2.4%	-4.4%	-1.5%
CCN(CC(=O)Nc1cc(Cl)ccc1C)C(=O)CCOc1ccc(C)cc1	4.4%	7.0	-16.7%	?	0.8%	0.2%	-2.5%	2.4%	3.0%	3.3%	-3.5%
Cc1cccc(N2CCN(S(=O)(=O)c3ccc4c(c3)CC(C)N4C(=O)C3CC3)CC2)c1C (stereo not drawn)	?	-1.0	-22.7%	13.6%	-0.2%	5.2%	0.4%	-3.2%	5.4%	-6.5%	1.2%
COc1ccccc1N1CCN(Cc2cc(Br)c(O)c3ncccc23)CC1	?	-6.2	-34.0%	?	-0.8%	-3.6%	-0.4%	4.8%	1.6%	-13.8%	-2.7%
CC(=O)Nc1nc2ccccc2n1Cc1ccccc1C	-15.5%	-1.7	-53.8%[inhibitor]	?	0.0%	5.4%	3.8%	5.5%	3.4%	0.3%	-3.1%
O=C(/C=C\c1cn(-c2ccccc2)nc1-c1cccs1)N1CCOCC1	16.4µM*	-11.6	-10.1%	-0.6%	-2.2%	1.1%	3.7%	-1.5%[46.1 µM]	17.4%	1.7%	0.3%
COc1ccc(-c2cc(C(=O)NCc3cn(C)nc3C)c3ccccc3n2)cc1OC	?	-5.9	21.0%	?	-0.3%	6.3%	48.4%[activator]	2.4%[46.1 µM]	0.0%	0.9%	-6.9%
Cc1ccc(C)c(N2CCN(C(=O)c3ccc(Cn4c(=O)[nH]c5ccccc5c4=O)cc3)CC2)c1	?	-9.9	-70.1%[inhibitor]	1.5%	-2.7%	-3.0%	-18.3%	-0.4%	-0.3%	4.0%	-0.2%
O=C(NCC1CCCO1)c1ccc(NC(=O)C2C3C=CC(C3)C2C(=O)O)cc1 (stereo not drawn)	7.8%	10.5	10.8%	-3.6%	-5.7%	-0.1%	6.0%	-1.3%	-2.2%	-4.2%	5.0%
Cn1c(Cn2c(=O)sc3ccccc32)nnc1SCC(=O)NCc1ccco1	3.5%	-9.1	-2.4%	-8.0%	0.5%	-2.7%	9.4%	5.2%[46.1 µM]	-3.4%	-10.7%	0.0%
COc1ccc(S(=O)(=O)NC(C(C)C)C(C)C)cc1OC	-5.8%	3.6	0.6%	-0.4%	-2.8%	1.0%	2.0%	5.1%[46.1 µM]	-0.2%	-0.7%	0.0%
COCCN1C(=O)c2ccccc2C(C(=O)NCc2ccco2)C1c1c[nH]c2ccccc12 (stereo not drawn)	-12.4%	20.7	-0.7%	4.4%	-3.8%	8.3%	1.9%	-5.0%	0.6%	4.6%	3.2%
Cc1cccc2c(C(=O)N3CCN(c4ccccc4)CC3)cc(-c3ccncc3)nc12	-18.2%	4.0	6.0%	?	-0.4%	0.7%	-15.4%	1.0%	0.3%	-1.6%	-1.3%
COCCNC(=O)CN(C(=O)CCC(=O)Nc1nccs1)c1ccc2c(c1)OCO2	-4.9%	-2.4	-20.6%	2.2%	-3.9%	3.4%	-0.2%	0.2%	-24.1%	1.5%	-1.1%
CCNc1c(NS(=O)(=O)c2ccc([N+](=O)[O-])cc2)c(=O)oc2ccccc12	?	10.0	0.0%	-14.1%	-3.7%	-7.3%	-4.2%	11.4%	0.0%	8.0%	-1.4%
O=C(NCCc1ccccc1)c1c(F)c(F)c(F)c(F)c1F	?	10.3	-31.5%	?	1.3%	1.3%	4.0%	0.8%[46.1 µM]	12.4%	3.8%	-0.4%
O=C(NCCc1cccc(Cl)c1)c1cccc(-n2cnnn2)c1	-3.6%	-9.0	-9.1%	-6.3%	-0.5%	3.9%	-0.4%	2.5%	-1.4%	-22.1%	-8.4%
CC(C)n1c(SCC(=O)Nc2ccc(F)cc2)nnc1C1CC1	-3.8%	5.0	-36.7%	3.0%	-1.1%	3.4%	5.8%	-6.5%	3.3%	-2.0%	?
O=C(Nc1ccccc1C(=O)NC1CC1)c1ccccc1	23.3%	9.0	0.6%	5.3%	1.8%	14.6%	1.2%	0.2%	-8.4%	-17.9%	-7.7%
CC1(C)CC(=O)c2cnc(NCc3ccco3)nc2C1	?	-10.9	9.5%	-0.2%	-3.7%	8.1%	1.9%	-3.5%	4.2%	8.8%	-3.3%
O=c1c2c3c(sc2nc(NCCO)n1CCc1ccccc1)CCCCC3	?	-25.7	-9.4%	?	-1.3%	5.8%	-12.8%	-6.9%[46.1 µM]	20µM*	-7.8%	3.3%
C/C=C/C(=O)Nc1cccc(C2=NOC3(C2)C[C@H](C(N)=O)N(C(=O)c2ccccc2C(=O)c2ccccc2)C3)c1 (stereo partly drawn)	-0.5%	-5.4	/	-3.2%	/	-19.4%	/	/	-2.8%	1.0%	-0.7%
O=C(NCc1nc2ccccc2[nH]1)C1=C[C@H](c2ccccc2)C[C@H](OCc2ccc(CO)cc2)O1	20.6µM*	24.0	27.1%	?	-6.4%	2.4%	-14.0%	-2.7%	-4.8%	13.9%	-9.8%
O=c1[nH]cnc2c1sc1nc3c(c(-c4ccc(Cl)cc4)c12)CCC3	?	-1.5	-4.2%	?	-0.6%	2.0%	?	2.8%	0.5%	3.8%	-7.3%
CC(C)CC(=O)Nc1ccc2ccccc2c1	?	-5.4&-1.0	7.9%	1.4%&-6.1%	-1.5%	6.5%&2.7%	-1.1%	/	3.2%&-3.7%	9.3%&-0.1%	1.0%&1.8%
O=C(NCc1ccco1)C(c1ccccc1)N(Cc1cccnc1)C(=O)Cn1nnc2ccccc21 (stereo not drawn)	-9.9%	3.3	-0.4%	-0.5%	-2.4%	2.1%	5.0%	-7.2%	-0.9%	1.3%	-2.0%
CCN(C[C@H]1N[C@@](CC)(C(=O)OC)[C@H]2C(=O)N(Cc3ccccc3)C(=O)[C@@H]12)C(=O)Nc1ccc(C(F)(F)F)cc1	25.9%	4.1	9.6%	2.8%	0.7%	0.5%	-4.0%	-2.2%	/	-10.9%	1.9%
O=C(Nc1nc2ccccc2[nH]1)C1CCC1	?	-3.5	8.1%	?	-0.4%	5.1%	0.7%	-1.2%	-8.5%	-1.6%	-7.5%

Bioassay records: PubChem BioAssay, National Center for Advancing Translational Sciences (NCATS)
